Sm TGR inh = inhibitors of Schistosoma mansoni thioredoxin glutathione reductase; Q962Y6; purified TGR, DTNB reduction, TNB absorbance 405 nm; Potency, µM (highest dose often 114 µM), inactives show at the top dose activity change, negative = inhibition, hits mostly inhibitors; hit rate 3% among 360,000; AID 485364; further: nearly all actives have a fitted effect of over 60% in size
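Kinetic colorimetric format: TGR-catalysed, NADPH-driven DTNB reduction monitored via TNB absorbance. Enzyme dispensed at 20 nM; compound exposure 15 min at room temperature before reaction start.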
Pf growth 48h = P. falciparum growth inhibition at 48 hours (one generation) | P. falciparum luciferase growth in erythrocytes, 48 h | Potency, µM (highest dose often 28.7 µM), inactives show at the highest dose activity change, negative = inhibition, usual class: inhibitors | hit rate 5.9% among 310,000 | AID 504832
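Luciferase-expressing parasites in RBCs, 2% Hct / 0.1% parasitemia final; RPMI 1640 + 0.5% Albumax; 37 C, 5% CO2, one generation; luminescence read-out, lower signal = inhibition.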
LmPK inhibitor = inhibitors of Leishmania mexicana pyruvate kinase; Q27686; purified LmPK, Kinase-Glo ATP luminescence, 1 h; Potency, µM (series often up to 57.5 µM), for the others: top-dose activity change, negative = inhibition, most hits filed as inhibitors; hit rate 0.37% among 290,000
Target sequence (Q27686 whole entry, looked up): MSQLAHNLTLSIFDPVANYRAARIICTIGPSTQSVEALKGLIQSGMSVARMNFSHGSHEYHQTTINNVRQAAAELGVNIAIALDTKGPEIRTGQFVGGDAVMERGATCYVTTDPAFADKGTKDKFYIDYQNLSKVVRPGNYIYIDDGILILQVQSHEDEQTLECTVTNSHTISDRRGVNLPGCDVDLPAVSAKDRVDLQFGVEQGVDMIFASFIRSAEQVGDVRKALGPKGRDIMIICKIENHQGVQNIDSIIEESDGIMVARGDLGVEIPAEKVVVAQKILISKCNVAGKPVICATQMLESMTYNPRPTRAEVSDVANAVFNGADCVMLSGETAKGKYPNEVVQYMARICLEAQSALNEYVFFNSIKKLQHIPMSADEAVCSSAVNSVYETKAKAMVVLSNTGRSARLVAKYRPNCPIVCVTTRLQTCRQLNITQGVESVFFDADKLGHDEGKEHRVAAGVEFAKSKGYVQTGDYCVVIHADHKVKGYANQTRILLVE
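Kinase-Glo luminescence read after 1 h RT reaction of 0.1 nM LmPK with 0.5 mM PEP and 0.1 mM ADP. Activity scaled between uninhibited and enzyme-free controls.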
HCV inh = inhibitors of hepatitis C virus infection; hit rate 3.4% among 340,000; Potency, µM (highest dose often 41.8 µM), without a hit: at the top dose activity change, negative = inhibition, actives largely listed as inhibitors; AID 651820; Huh7.5.1 HCVcc-Cre infection, luciferase reporter, 44 h
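Seed cells (1,000/well) for 4 h; treat with compound and infect with HCVcc-Cre, moi about 0.5. Incubate 44 h, then detect luciferase activity.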
Tb PYK inh = blocks Trypanosoma brucei pyruvate kinase; TbPYK enzyme, Kinase-Glo Plus ATP luminescence, 45 min; Potency, µM (highest dose often 76.8 µM), for inactives: at the highest dose activity, negative = inhibition, hits mostly inhibitors; hit rate 0.12% among 410,000; further: nearly all actives have a fitted effect of over 50% in size
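Glycolytic pyruvate kinase of T. brucei was incubated with substrate, test compound and 130 uM ADP for 45 minutes at room temperature. Luminescent Kinase-Glo Plus signal was measured after 10 minutes.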
Pf growth 96h = P. falciparum growth inhibition at 96 hours; hit rate 6.9% among 320,000; P. falciparum luciferase reporter growth, 96 h; Potency, µM (highest dose often 28.7 µM), for inactives: top-dose activity change, negative = inhibition, actives largely listed as inhibitors
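Infected RBCs, 2% Hct / 0.05% parasitemia final; luciferase-reporter P. falciparum; cpd 96 h, 37 C, 5% CO2; luciferase detection reagent; luminescence.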
* = called active by the depositor; ? = inconclusive; . = no result given; [ ] = another dose, or the depositor's remark. The call rests on the fitted dose curve; in most records, active means well fitted curve in the direction sought with a large enough effect; inconclusive means small, poorly fitted or top-dose-only effect, or another doubt; inactive means no such curve, though single readings can be large; an effect the other way counts as inactive or inconclusive. On the % scale 0 is the no-effect control and ±100 the full control effect; potency means the concentration at half of the fitted maximal effect.

SMILES	Sm TGR inh	Pf growth 48h	LmPK inhibitor	HCV inh	Tb PYK inh	Pf growth 96h
O=C(CSc1nnc(NC(=O)c2ccco2)s1)Nc1ccccc1Cl	0%	36%[activator]	3%	10%	5%	4%
N[C@@]1(C(=O)O)CC[C@@H](C(=O)O)C1	-13%	15%	.	-10%	1%	68%[activator]
CCN(CC)c1nc2cc(OC)ccc2cc1C#N	35µM*	?	-1%	?	1%	?
COc1ccc(Cl)cc1-n1c(=S)sc2c(=O)[nH]c(SCC(=O)C(C)(C)C)nc21	-6%	-23%	7%	16%	3%	47%[activator]
COc1ccccc1CNC(=O)CCCc1nnc2n(C)c(=O)c3sccc3n12	-1%	14%	2%	-5%	2%	-17%
CC1CC(C)(C)Nc2ccc(N=O)cc21 (configuration not stated)	14µM*	?	-5%	?	-3%	-1%
CCOc1[nH]n(-c2ccccc2)c(=O)c1C=Nc1ccc(C(=O)OC)cc1	-2%	20%	2%	-8%	1%	56%
CCc1nc2ccccc2c(=O)n1NCCc1ccccc1	0%	-20%	-2%	-26%	1%	-38%
Cc1cccc(NC2=NC(C)(C)N=C(N)N2)c1	2%	0.0059µM*	0%	?	-1%	-23%
O=C1/C(=C/c2ccco2)CCc2ccccc21	?	338%[activator]	13µM*	-7%	?	?
CCc1nnc(NS(=O)(=O)c2ccc(NCc3cc(Br)ccc3O)cc2)s1	-6%	5%	-6%	18%	-6%	38%[activator]
C=CCc1cccc2cc(C(=O)NC(C)(C)C)c(=O)oc12	4%	51%[activator]	1%	-26%	-12%	.
Cc1cccc(CC2CC(=O)N(c3ccc(C)cc3Br)C2=O)c1 (configuration not stated)	2%	28%	-2%	-5%	1%	97%[activator]
COc1cc2c(-c3ccc(O)cc3)nc3c(c(C)nn3-c3ccccc3)c2cc1OC	-6%	15µM*	2%	11µM*	2%	34%[activator]
COC(=O)CCCC1=CC2=CC(=O)C(C)(OC(=O)CCc3ccccc3)C(=O)C2=CO1 (configuration not stated)	?	?	0%	42%[activator]	-12%	?
CCCCc1cc(=O)oc2cc(O)cc(O)c12	14%	10%	4%	?	-4%	2%
Cc1ccc(N2CCN(S(=O)(=O)c3c(C)noc3C)CC2C)cc1 (configuration not stated)	2%	-9%	5%	9%	4%	-5%
Cc1ccc(C(=O)Nc2sc(Cc3ccc4c(c3)OCO4)c(C)c2C(N)=O)cc1	-6%	6%	8%	-21%	1%	6%
CCCc1cc(=O)[nH]c(SCCOC(=O)c2ccccc2)n1	-5%	.	-4%	12%	-5%	28%
Cc1cc(NC(=O)C2C3C(=O)N(Cc4ccc(Cl)cc4)C(C(=O)NC4CCCCC4)C34C=CC2(C)O4)no1 (configuration not stated)	-7%	?	8%	18%	2%	?
N#Cc1c(-c2ccccc2)cc(-c2ccccc2)nc1Br	-7%	18%	2%	30%	-8%	.
COc1ccc(CN2C(=NC(=O)C3CC3)SC3CS(=O)(=O)CC32)cc1OC (configuration not stated)	-3%	-26%	1%	-1%	1%	6%
COC(=O)c1ccc(COc2cc([N+](=O)[O-])cc3cccnc23)cc1	-2%	84%[activator]	3%	6%	20%	105%[activator]
Cc1cc(C)c(C#N)c(OCc2ccc(Cl)nc2)n1	89µM*	16%	0%	13%	1%	-3%
O=C(NC1CC1)C1CC(=O)N(c2cccc(Cl)c2)C1 (configuration not stated)	7.1µM*	10µM*	-10%	6%	-7%	?

Two compounds from above, limited to Tb PYK inh and LmPK inhibitor:
Compound,Tb PYK inh,LmPK inhibitor
CCN(CC)c1nc2cc(OC)ccc2cc1C#N,1%,-1%
COC(=O)CCCC1=CC2=CC(=O)C(C)(OC(=O)CCc3ccccc3)C(=O)C2=CO1 (configuration not stated),-12%,0%

(list continues)
SMILES	Sm TGR inh	Pf growth 48h	LmPK inhibitor	HCV inh	Tb PYK inh	Pf growth 96h
Cc1nc2ccccc2n1C(=O)c1cc(-c2ccc(Br)cc2)nc2ccccc12	0%	7%	3%	-6%	-9%	-1%[5.75 µM]
CCCCNCc1cc(Br)c(OCC(=O)NCc2ccccc2)c(OC)c1	13%	?	-2%	?	-1%	17%
O=C(Nc1ccn(Cc2ccccc2F)n1)c1ccc(COc2cc(Cl)ccc2Cl)o1	9%	?	0%	?	-4%	?
Cc1cccc(NC(=O)CSc2nnc(-c3cc(C)[nH]n3)n2N)c1	2%	-21%	7%	5%	-3%	?
CCOc1ccc(NC(=S)/C(=C(\[O-])c2ccc(C)c([N+](=O)[O-])c2)[n+]2ccccc2)cc1	-7%	?	1%	-5%	-14%	.
COC(=O)c1ccc(COC(=O)CCc2nc(-c3ccccc3)c(-c3ccccc3)o2)cc1	18%	.	-8%	.	-12%	?
Cc1onc(-c2ccccc2)c1C(=O)OCC(=O)Nc1cccc(Cl)c1	0%	12µM*	.	?	1%	?
O=C1NC(=O)/C(=C/c2ccc(N3CCOCC3)o2)N1	11µM*	1.5µM*	3%	10%	-10%	?
COc1cc(OC)cc(C(=O)NNC(=O)c2ccccc2Br)c1	2%	7%	3%	10%	-1%	470%[activator]
COc1ccccc1NC(=O)c1ccc(S(=O)(=O)N2CCC(C)CC2)cc1	-8%	?	-7%	?	3%	?
CCOC(=O)c1sc(N)c(C#N)c1CSc1nnc(C2CCCCC2)n1N	-15%[11.4 µM]	.	13%	-4%	-6%	10µM*
O=C(C(Sc1ccccc1)c1ccccc1)N1CCN(c2ccccc2F)CC1 (configuration not stated)	-19%	?	5%	?	-9%	35%[activator]
Cc1nn(-c2ccccc2)c(C)c1C(=O)OCC(=O)N(C)c1ccccc1	0%	?	.	-18%	3%	?

4 compounds picked at random from the list so far, as already listed:
SMILES	Sm TGR inh	Pf growth 48h	LmPK inhibitor	HCV inh	Tb PYK inh	Pf growth 96h
Cc1onc(-c2ccccc2)c1C(=O)OCC(=O)Nc1cccc(Cl)c1	0%	12µM*	.	?	1%	?
O=C(C(Sc1ccccc1)c1ccccc1)N1CCN(c2ccccc2F)CC1 (configuration not stated)	-19%	?	5%	?	-9%	35%[activator]
Cc1nn(-c2ccccc2)c(C)c1C(=O)OCC(=O)N(C)c1ccccc1	0%	?	.	-18%	3%	?
CCOc1ccc(NC(=S)/C(=C(\[O-])c2ccc(C)c([N+](=O)[O-])c2)[n+]2ccccc2)cc1	-7%	?	1%	-5%	-14%	.

Some of these compounds in order of molar mass, descending.
SMILES	Sm TGR inh	Pf growth 48h	LmPK inhibitor	HCV inh	Tb PYK inh	Pf growth 96h
O=C(Nc1ccn(Cc2ccccc2F)n1)c1ccc(COc2cc(Cl)ccc2Cl)o1	9%	?	0%	?	-4%	?
Cc1nc2ccccc2n1C(=O)c1cc(-c2ccc(Br)cc2)nc2ccccc12	0%	7%	3%	-6%	-9%	-1%[5.75 µM]
Cc1onc(-c2ccccc2)c1C(=O)OCC(=O)Nc1cccc(Cl)c1	0%	12µM*	.	?	1%	?
Cc1nn(-c2ccccc2)c(C)c1C(=O)OCC(=O)N(C)c1ccccc1	0%	?	.	-18%	3%	?

High-throughput results from PubChem.
